TRPC6 activator – activates the mouse TRPC6 cation channel. Q61143. AID 2550. HEK293-TRPC6 membrane potential dye fluorescence; active compounds read high. B-score at 10 µM. 310,000 tested, 0.13% active;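 active = B-score of the integrated fluorescence ratio above library mean plus 3 SD, and starting fluorescence ratio within library mean plus 5 SD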;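 note: higher score means more depolarization so channel activation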
aSyn UTR inh – MLPCN primary screen, SNCA 5' untranslated region. alpha-synuclein 5'UTR reporter, inhibitor activity. 300,000 tested, 0.82% active. inhibition, % (tested at 7.5 µM); in the data active = inhibition above about 60%;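 note: H4 neuroglioblastoma cells stably carrying SNCA 5'UTR luciferase fusion; 0% = DMSO wells and 100% = positive control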
TRPC4 inh – TRPC4 (mouse) channel inhibition | Q9QUQ5 | HEK293 TRPC4beta/mu-opioid, DAMGO-evoked Fluo4 calcium flux; active compounds read low | B-score at 10 µM | 300,000 tested, 0.39% active | AID 2247;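 active = B-score over 3 SD under the library average, no early fluorescence shift, positive overall ratio signal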
Target sequence (Q9QUQ5 whole entry, looked up): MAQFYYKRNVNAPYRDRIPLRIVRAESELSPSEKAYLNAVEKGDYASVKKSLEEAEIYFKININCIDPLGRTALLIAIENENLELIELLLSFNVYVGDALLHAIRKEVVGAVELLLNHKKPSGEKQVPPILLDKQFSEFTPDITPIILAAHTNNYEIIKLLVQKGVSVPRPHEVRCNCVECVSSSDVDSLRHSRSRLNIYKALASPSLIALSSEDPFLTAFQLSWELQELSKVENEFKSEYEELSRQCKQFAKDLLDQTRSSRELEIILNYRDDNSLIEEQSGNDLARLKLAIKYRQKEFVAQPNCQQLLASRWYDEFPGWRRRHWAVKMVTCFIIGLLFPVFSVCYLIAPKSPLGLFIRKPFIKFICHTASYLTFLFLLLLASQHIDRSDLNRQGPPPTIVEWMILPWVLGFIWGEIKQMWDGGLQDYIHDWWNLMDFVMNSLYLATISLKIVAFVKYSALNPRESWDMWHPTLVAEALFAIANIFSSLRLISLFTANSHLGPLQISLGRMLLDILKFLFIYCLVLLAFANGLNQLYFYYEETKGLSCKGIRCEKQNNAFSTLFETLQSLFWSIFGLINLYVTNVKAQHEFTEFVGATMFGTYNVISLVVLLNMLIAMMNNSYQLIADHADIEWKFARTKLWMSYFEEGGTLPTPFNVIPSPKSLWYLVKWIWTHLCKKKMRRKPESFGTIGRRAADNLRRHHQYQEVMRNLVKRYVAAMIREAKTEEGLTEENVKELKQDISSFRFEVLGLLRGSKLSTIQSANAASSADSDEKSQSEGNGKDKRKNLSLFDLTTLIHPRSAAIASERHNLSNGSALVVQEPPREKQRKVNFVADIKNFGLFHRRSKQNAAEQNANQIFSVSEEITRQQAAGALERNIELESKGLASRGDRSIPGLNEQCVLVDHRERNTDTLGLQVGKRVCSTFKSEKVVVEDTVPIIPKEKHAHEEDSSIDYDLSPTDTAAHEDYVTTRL
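Signal: kinetic Fluo4 fluorescence imaging of calcium influx. Material: stable TRPC4beta/mu-opioid receptor HEK293 cells. Probe or stimulus: DAMGO in two steps, submaximal then maximal.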
TRPC4 agonist – TRPC4 (mouse) channel activation; B-score at 10 µM; 310,000 tested, 0.49% active; HEK293 TRPC4beta/mu-opioid, Fluo4 calcium fluorescence; active compounds read high; AID 2237;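 active = B-score above 5 SD of library B-scores, and initial fluorescence ratio not above library mean plus 5 SD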;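 note: positive B-score marks a calcium rise read as TRPC4 activation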
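Assay system: HEK293 stable line with TRPC4beta plus mu-opioid receptor; schedule: 45 min room-temperature Fluo4 loading, 110 s read; technique: kinetic Fluo4 calcium fluorescence; evaluation: integrated baseline-normalised fluorescence ratio, converted to per-well B score; controls: buffer (low) and maximal DAMGO (high)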
SKKanGAS inh – inhibitors of SKKanGAS S. pyogenes growth in kanamycin (SK-promoter or general growth effect); BacTiter-Glo, 6 h; inhibition, % at 7.5 µM; 300,000 tested, 1.3% active;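 active = mean replicate score, as percent of positive control median, at least 50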;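 note: strain carries kanamycin resistance gene driven by streptokinase promoter and grows in 40 µg/ml kanamycin; loss of luminescence reflects streptokinase promoter inhibition or plain growth inhibition; 0% = median of DMSO wells and 100% = positive control at its reference dose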
MrgX1 antagonist – human MrgX1 receptor antagonism, primary screen | Q96LB2 | B-score at 10 µM | 310,000 tested, 1.3% active | MRGX1-HEK293 calcium flux, Fluo-4, BAM8-22 antagonism; active compounds read low;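 active = calcium-response B-score plate-corrected more than 3 library SD below zero, starting fluorescence within 5 deviations, no agonist response on first addition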;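 note: peak minus trough fluorescence over baseline after final BAM8-22 challenge near maximal dose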
HIF act – HIF pathway transcriptional activation | U2OS HRE-luciferase reporter, luminescence; normalized: DMSO 0%, desferrioxamine 100% | activation, % at 7.5 µM (by protocol) | 300,000 tested, 0.32% active;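 active = mean activation of at least 10% of the iron chelator positive control signal, with at least half of replicates also reaching 10%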
TRPC4 potent – TRPC4 (mouse) allosteric potentiation; HEK293 TRPC4beta/mu-opioid, DAMGO EC20, Fluo-4 Ca2+ flux; active compounds read high; B-score at 10 µM; 310,000 tested, 0.42% active; AID 2227;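 active = B-score of calcium response area above 5 SD of library B-scores, with initial fluorescence ratio within 5 SD of library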;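 note: B-score of integrated fluorescence ratio over time as area under calcium response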
TRPC6 inh – mouse TRPC6 channel inhibition. Q61143. HEK293-TRPC6, membrane potential dye, ACh-evoked depolarization; active compounds read low. B-score at 10 µM. 310,000 tested, 1.1% active. AID 2553;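 active = B-score under library mean minus 3 SD, initial fluorescence not abnormally high, positive integrated signal ratio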;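 note: B-score derived from integrated fluorescence ratio over the kinetic read; more negative B-score means stronger inhibition of depolarization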
IEC-6 tox – IEC-6 cytotoxicity, counter-screen for KLF5 inhibitors. inhibition, % at 5 µM. luminescence viability. 290,000 tested, 0.78% active; in the data active = inhibition above about 22%;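 note: 0% = plate median of test compound wells and 100% = cytotoxic reference compound wells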
KLF5 inhibitor – suppresses KLF5 promoter-driven expression; DLD-1 KLF5 promoter-luciferase reporter, luminescence; inhibition, % at 5 µM; 290,000 tested, 0.23% active;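 active = inhibition above a per-plate limit of that plate's mean compound inhibition plus 3 SD, cut at about 60% in these data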;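 note: 0% = DMSO wells and 100% = LY294002 at 200 µM; higher means less KLF5 promoter-driven luciferase light; inactives centre near -14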
* marks the source's active call; other numbers are inactive results; i = inactive; . = not tested or not shown.

SMILES | TRPC6 activator | aSyn UTR inh | TRPC4 inh | TRPC4 agonist | SKKanGAS inh | MrgX1 antagonist | HIF act | TRPC4 potent | TRPC6 inh | IEC-6 tox | KLF5 inhibitor
COc1ccc(S(=O)(=O)N2CCOC23CCN(C(=O)c2ccc(Cl)cc2Cl)CC3)cc1 | i | 48 | i | i | 1 | i | -0.7 | i | i | -12 | -20
O=C(Nc1nccs1)C1CCN(S(=O)(=O)c2ccc3c(c2)OCCCO3)CC1 | i | -11 | i | i | 4 | i | -0.5 | i | i | 0 | -14
COc1ccc(NC(=O)NC2(C(=O)N3CCN(C)CC3)CCCCC2)cc1 | i | 10 | i | i | -7 | i | 0.2 | i | i | -3 | -23
CCC1(C(=O)c2ccccc2)C2c3cc(Br)ccc3OC(=O)C21C(=O)N1CCOCC1 (stereo not drawn) | i | 11 | i | i | 4 | i | -0.2 | i | i | -4 | 1
COC(=O)CCSCC(=O)N1N=C(c2ccc(Br)cc2)CC1c1cccc(OC)c1OC (stereo not drawn) | i | 10 | i | i | 22 | i | -2.8 | i | i | 3 | -9
Nn1c(SCc2ccccc2F)nnc1-c1ccncc1 | i | -60 | i | i | 3 | i | 1.5 | i | i | 8 | -19
O=C(CSc1ccc(Cl)cc1)Nc1ccccc1N1CCN(C(=O)c2ccccc2)CC1 | i | 12 | i | i | 17 | i | -0.3 | i | i | 3 | -36
O=C(CC12CC3CC(CC(C3)C1)C2)N1CCN(S(=O)(=O)c2cccs2)CC1 | i | 3 | i | i | 2 | i | -0.7 | i | i | 2 | 1
CCOC(=O)c1sc(=S)n(-c2ccc(Cl)cc2)c1SC | i | 39 | i | i | 8 | i | -0.6 | i | i | 10 | 8
Oc1ccc(-c2n[nH]c(=S)n2-c2ccc3c(c2)OCCO3)cc1 | i | -21 | i | i | 7 | i | 0.0 | i | i | 1 | 21
CCN(Cc1ccccc1)S(=O)(=O)c1cc(C(=O)NC(C)C2CC3CCC2C3)ccc1OC (stereo not drawn) | i | 38 | i | i | 8 | i | -0.1 | i | i | 7 | 12
COC(=O)c1cc(Nc2cc(C)c3ccc(O)cc3n2)cc(C(=O)OC)c1 | i | 0 | i | i | 16 | i | -0.2 | i | i | 0 | -33
C=C(C)Cn1c(N2CC(C)CC(C)C2)nc2c1c(=O)[nH]c(=O)n2C (stereo not drawn) | i | 21 | i | i | -3 | i | 0.2 | i | i | . | .
CCC(=O)Nc1nnc(C)s1 | i | 16 | i | i | 0 | . | -0.1 | i | i | -2 | -17
COCc1cc(C)nc(SCC(=O)Nc2ccc3c(c2)n(C)c(=O)n3C)c1C#N | i | -9 | i | i | 20 | i | -1.2 | i | i | 6 | -4
CC(C(=O)O)n1cnc2sc3c(c2c1=O)CCCC3 (stereo not drawn) | i | 2 | i | i | . | i | 0.2 | i | i | 1 | -9
CCOCCn1c(CN2CCN(c3cccc(Cl)c3)CC2)nc2c1c(=O)n(C)c(=O)n2C | i | 23 | i | i | 2 | i | -0.5 | i | i | -2 | -28
N#C/C(=C\c1ccccc1O)C(=O)Nc1cccnc1 | i | -107 | i | i | -7 | i | 2.4 | i | i | 2 | -60
COC(=O)/C(=C\Nc1ccc(Cl)c2ccccc12)c1ncc(C(F)(F)F)cc1Cl | i | -27 | i | i | 1 | i | -0.3 | i | i | -7 | 0
CCN(C(=O)CN1CCN(C)CC1)c1cccc2ccccc12 | i | 3 | i | i | -1 | i | -0.2 | i | i | 11 | -9
CCCN(CCC)C(=O)c1cc2c(=O)[nH]c3ccc(C)cc3c2s1 | i | -11 | i | i | -1 | i | -1.0 | i | i | 6 | -8
Cc1ccc(NC(=O)C2CCN(S(=O)(=O)c3ccc4c(c3)CC(C)N4C(=O)C3CCC3)CC2)nc1 (stereo not drawn) | i | 39 | i | i | 3 | i | -0.9 | i | i | 5 | -11
Cc1nc(NC(=O)c2cc3c(s2)CCCCC3)sc1C(=O)N(C)C | i | -175 | i | i | 6 | i | 2.6 | i | i | 1 | -107
Cc1ccccc1C1=NC(C(F)(F)F)(C(F)(F)F)c2c(n(C)c(=O)n(C)c2=O)N1 | i | -3 | i | i | 0 | i | -0.3 | i | i | 5 | -3
COc1ccc(N2C(=O)CC(Sc3nnc(-c4ccccc4F)n3C)C2=O)cc1 (stereo not drawn) | i | 6 | i | i | 5 | i | -0.6 | i | i | 7 | -36
CCOC(=O)c1cc(-c2ccc(OC)cc2)nn1-c1ccccc1C(=O)O | i | -10 | i | i | -16 | i | -0.3 | i | i | -7 | -23
Cc1cccc(N2C(S)=C(C#N)C(=O)NC2c2ccco2)c1 (stereo not drawn) | i | -38 | i | i | 2 | i | -0.5 | i | i | -3 | -41
CC1CCCCN1C(=O)CN1C(=O)CSc2ccc(S(=O)(=O)N3CCOCC3)cc21 (stereo not drawn) | i | 0 | i | i | -1 | i | -0.3 | i | i | -3 | 7
COc1ccc(C(=O)NC2CCN(S(=O)(=O)c3ccc(F)cc3)CC2)cc1 | i | 1 | i | i | -6 | i | -0.4 | i | i | 1 | -24
O=[N+]([O-])c1cnccc1NC1CCCCC1 | i | 37 | i | i | -2 | i | 0.4 | i | i | 0 | -9
CC(C)c1ccc(NC(=O)CSc2ncccc2C(=O)Oc2cccc([N+](=O)[O-])c2)cc1 | i | -115 | i | i | 6 | i | 1.7 | i | i | -7 | 5
COc1cc2nc(NC(=O)c3ccc(F)cc3Cl)sc(=O)c2cc1OC | i | 8 | i | i | 9 | i | -1.2 | i | i | 8 | -5
COc1ccc(OC)c(C2C3=C(CC(C)(C)CC3=O)Nc3nnnn32)c1 (stereo not drawn) | i | 10 | i | i | -14 | i | 1.4 | i | i | 4 | 1
Clc1nc(Cl)nc(N(c2ccccc2)c2ccccc2)n1 | i | 3 | i | i | 0 | i | -0.3 | i | i | 2 | -28
O=C(CSc1nc2ccccc2o1)N1CCCC1 | i | 4 | i | i | -5 | i | 0.2 | i | i | 0 | -20
c1ccc(C(c2nnnn2C2CCCC2)N2CCN(c3ccccc3)CC2)cc1 (stereo not drawn) | i | 16 | i | i | -2 | i | -0.1 | i | i | 1 | -21
CCCCCCCCSc1n[nH]c(N)n1 | i | 17 | i | i | 0 | i | -0.7 | i | i | 6 | -12
COc1ccc(CNC(=O)CNC(=O)c2ccc(Br)o2)cc1OC | i | -6 | i | i | 3 | i | 0.0 | i | i | -4 | -6
O=C(c1cccc(C(F)(F)F)c1)N1CCCC1 | i | -4 | i | i | 0 | i | 0.5 | i | i | 2 | 10
CNNC(=S)NCCC1=CCCCC1 | i | -5 | i | i | -1 | i | 1.3 | i | i | -3 | -21
O=C(Nc1cn(-c2ccccc2)nc1-c1ccc(F)cc1)c1ccccc1 | i | 24 | i | i | 1 | -5.3* | 0.3 | i | i | -6 | -5
COc1ccc(/C=N/NC2=NCCCCC2)cc1 | i | -86 | i | i | -5 | i | 0.3 | i | i | 2 | -50
Cc1ccccc1Cn1nc(C)c(NC(=O)c2noc3c2CCCC3)c1C | i | -6 | i | i | 4 | i | 0.1 | i | i | -1 | -19
CCOC(=O)C(=NC(C)(C)C)NNc1cc(Cl)ccc1Cl | i | 14 | i | i | 78* | i | -0.1 | i | i | 6 | -8
Cc1ccc(C)c(S(=O)(=O)NC(C)CCc2ccccc2)c1 (stereo not drawn) | i | 13 | i | i | 13 | i | -1.3 | i | i | 7 | -16
CCCCN1C(=O)c2ccc(C(=O)Nc3cccc(C)c3C)cc2C1=O | i | 4 | i | i | 0 | i | 0.1 | i | i | -2 | -28
Nc1nc(SCC(=O)NNc2c(Cl)cc(Cl)cc2Cl)n[nH]1 | i | 19 | i | i | 8 | i | -0.3 | i | i | -3 | 11
Cc1cccc(OC(C)C(=O)Nc2nccs2)c1 (stereo not drawn) | i | -13 | i | i | 4 | i | 0.2 | i | i | -1 | -26

2 entries from above, in CSV form:
SMILES,TRPC6 activator,aSyn UTR inh,TRPC4 inh,TRPC4 agonist,SKKanGAS inh,MrgX1 antagonist,HIF act,TRPC4 potent,TRPC6 inh,IEC-6 tox,KLF5 inhibitor
CCCCN1C(=O)c2ccc(C(=O)Nc3cccc(C)c3C)cc2C1=O,i,4,i,i,0,i,0.1,i,i,-2,-28
CCCCCCCCSc1n[nH]c(N)n1,i,17,i,i,0,i,-0.7,i,i,6,-12

New compounds follow
SMILES | TRPC6 activator | aSyn UTR inh | TRPC4 inh | TRPC4 agonist | SKKanGAS inh | MrgX1 antagonist | HIF act | TRPC4 potent | TRPC6 inh | IEC-6 tox | KLF5 inhibitor
Cc1ccc(C(=O)NCC(=O)OCC(=O)Nc2cc(C)c(C)cc2[N+](=O)[O-])cc1 | i | -22 | i | i | 10 | i | -0.4 | i | i | -2 | -18
CCN1CCN(C(=O)CSc2cc(=O)n(CC)c3ccccc23)CC1 | i | 5 | i | i | -6 | i | 0.6 | i | i | 5 | -11
O=C(Nc1ccc(NS(=O)(=O)c2ccc([N+](=O)[O-])cc2)cc1)c1ccco1 | i | -3 | i | i | -2 | i | -0.6 | i | i | 10 | -29
COc1ccc2oc(C(=O)OCC(=O)N3CCCC3=O)c(C)c2c1 | i | -13 | i | i | 22 | i | 0.3 | i | i | . | .
O=C(Nc1nc(-c2ccccc2)cs1)c1cccc(S(=O)(=O)N2CCN(Cc3ccccc3)CC2)c1 | i | -29 | i | i | 7 | i | -0.1 | i | i | 4 | -12
O=C(CS(=O)(=O)Cc1ccccc1)N1CCN(C(=O)c2ccco2)CC1 | i | 12 | i | i | 2 | i | -0.2 | i | i | 3 | -7
Cc1cc(CN2C(=O)c3ccccc3C2=O)on1 | i | 1 | i | i | . | i | 1.2 | i | i | -1 | -44
Cn1cc(C(=O)NS(=O)(=O)Nc2ccc(Br)cn2)c2ccccc21 | i | -23 | i | i | 1 | i | 1.6 | i | i | 0 | -40
NCC(c1ccccc1Cl)c1c[nH]c2ccccc12 (stereo not drawn) | i | 6 | i | i | -4 | i | -14 | i | i | -5 | -49
CCN(CC)c1c([N+](=O)[O-])c(=O)n(CC)c2ccccc12 | i | 12 | i | i | 3 | i | -0.1 | i | i | -1 | -2
Cc1cc2ccccc2nc1SCC(=O)Nc1nc(-c2ccccc2)cs1 | i | -37 | i | i | -6 | i | -0.3 | i | i | 6 | -22
C/C(Cl)=C\Cn1c(N2CCCC2)nc2c1c(=O)n(C)c(=O)n2C | i | 7 | i | i | -6 | i | -0.6 | i | i | -6 | -27
CSc1nn(-c2ccc(C(=O)OCC(=O)NC(=O)NC(C)C)cc2)c(=S)s1 | i | -69 | i | i | -5 | i | 0.3 | i | i | 2 | 0
CCCNC(=S)Nc1ccc(Nc2ccccc2)cc1 | i | -87 | i | i | -5 | i | 2.6 | i | i | 3 | -26

Screening data deposited in PubChem by several laboratories.
